Screens: PubChem, The Scripps Research Institute Molecular Screening Center
TEAD-YAP block = TEAD-YAP interaction inhibition | HEK-TIYL cells, TEAD-Gal4/YAP UAS-luciferase luminescence | inhibition, % at 9.12 µM | 640,000 compounds, 1.4% hits | AID 1259422; in the data active = inhibition above about 32%;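 note: 0% = median of test compound wells and 100% = reference inhibitor wells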
FBW7 activator = human FBW7 E3 ligase activation, primary screen; Q969H0; AlphaScreen FBW7–phospho-cyclin E peptide binding, activator screen; normalized activity (activation), % at 26.1 µM; 650,000 compounds, 0.13% hits; AID 1259310; in the data active = normalized activity above about 1.9%;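 note: purified mutant Fbw7 with reduced substrate affinity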
Target sequence (Q969H0 whole entry, looked up): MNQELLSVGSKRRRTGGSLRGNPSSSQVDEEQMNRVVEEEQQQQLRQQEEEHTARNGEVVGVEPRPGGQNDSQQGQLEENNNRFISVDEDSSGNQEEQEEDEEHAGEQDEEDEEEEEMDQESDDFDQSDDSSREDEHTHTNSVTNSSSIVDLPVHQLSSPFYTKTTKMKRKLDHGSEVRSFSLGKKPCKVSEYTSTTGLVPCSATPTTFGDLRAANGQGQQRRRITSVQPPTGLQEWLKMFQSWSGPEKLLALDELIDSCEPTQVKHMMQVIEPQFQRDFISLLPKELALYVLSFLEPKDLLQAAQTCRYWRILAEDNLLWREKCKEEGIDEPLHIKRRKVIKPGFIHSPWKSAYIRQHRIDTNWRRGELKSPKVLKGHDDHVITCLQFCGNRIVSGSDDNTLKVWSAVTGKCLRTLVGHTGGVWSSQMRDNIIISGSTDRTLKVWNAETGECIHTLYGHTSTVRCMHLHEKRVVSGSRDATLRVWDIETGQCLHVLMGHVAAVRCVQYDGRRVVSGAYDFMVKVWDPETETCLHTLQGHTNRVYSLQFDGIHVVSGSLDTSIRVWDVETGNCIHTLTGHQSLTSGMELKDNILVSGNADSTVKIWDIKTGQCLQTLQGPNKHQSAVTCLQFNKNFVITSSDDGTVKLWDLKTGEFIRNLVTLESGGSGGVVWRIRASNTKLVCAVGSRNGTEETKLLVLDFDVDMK
MITF inh = blocks human microphthalmia-associated transcription factor; AlphaScreen MITF homodimerization, bead proximity signal; inhibition, % at 2.6 µM; 650,000 compounds, 0.91% hits; AID 1259374; in the data active = inhibition above about 50%;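 note: 0% = vehicle wells with protein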
GPR151 ag = activators of human GPR151; Q8TDV0; PathHunter beta-arrestin GPR151 cells, luminescence; activation, % at 11.2 µM; 650,000 compounds, 1% hits; AID 1508602; in the data active = activation above about 4.9%;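 note: 0% = median of compound wells and 100% = cells with positive control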
An asterisk follows results filed as active; . = not tested or not shown.

SMILES	TEAD-YAP block	FBW7 activator	MITF inh	GPR151 ag
CC(Oc1cccc(Cl)c1)C(=O)NCc1ccc(S(N)(=O)=O)cc1 (configuration not stated)	1	0.3	11	-0.4
Cc1cc(/C=C2\NC(=S)N(C)C2=O)ccc1N1CCCC1	-80	0.1	-4	0.8
CCOC(=O)c1sc(NC(=O)CSc2nnc(CNC(=O)c3cccc(OC)c3)n2-c2cccc(C)c2C)c(C(=O)OCC)c1C	-2	0.1	4	-0.9
O=C(CCn1c(=S)[nH]c2cc3c(cc2c1=O)OCO3)NCC1CCCO1 (configuration not stated)	4	-0.3	-9	2.7
COc1ccc(/C=N/NC(=O)/C=N/O)cc1	-3	-0.1	5	4.0
COC(=O)C1=C(C)N(CC2CC2)C(=O)N[C@H]1c1ccccc1	.	0.6	5	-3.2
O=C1c2ccccc2C(=O)N1c1ccc2nc(SCc3ccc(Br)cc3)sc2c1	2	0.0	7	1.6
CCOc1ccc(/C=C/C(=O)NCCOC)cc1OC	4	0.1	8	1.6
NC(=O)CN1N=C(c2ccc(F)cc2)Cn2c(cc3ccccc32)C1=O	-7	0.0	-2	1.4
Cc1ccc(CCN2CC(C(=O)NCCCN3CCOCC3)CC2=O)cc1 (configuration not stated)	9	0.0	-7	-1.6
COc1cc([N+](=O)[O-])cc([N+](=O)[O-])c1C(N)=O	-8	-0.1	-7	0.5
O=S(=O)(c1ccc(Cl)c(Cl)c1)N1CCCCC1	2	0.1	1	-0.1
CCn1c(SCC(=O)Nc2ccc(-c3nc4ccc(C)cc4s3)cc2)nnc1-c1ccccc1	14	-0.1	7	-2.5
O=C(c1ccc(Cl)c(S(=O)(=O)N2CCCCC2)c1)N1CCN(c2ccccc2)CC1	16	-0.1	10	-0.1
COc1ccc(C2CC(=O)Nc3c2cc(Br)c2ccccc32)cc1OC (configuration not stated)	-1	0.0	-2	-0.7
O=C(CSc1nc2ccc(N3C(=O)c4cccc5cccc(c45)C3=O)cc2s1)c1ccc(F)cc1	6	0.0	20	-0.5
COc1ccc(NC(=O)C2CCN(c3nc(-c4ccc(OC)cc4)no3)CC2)cc1	-1	0.8	4	1.0
CCOc1nc(NC(=O)NS(=O)(=O)Oc2cccc(F)c2)nc(-c2ccccc2)n1	-2	0.0	8	-1.0
O=Cc1cc(=O)n2c3c(cccc13)CCC2	-5	-0.1	6	0.1
COc1ccccc1NC(=O)NC(=O)N(C)S(=O)(=O)c1ccc(C)cc1	-6	0.0	6	0.7
Cc1ccc2cccc(OC(=O)c3ccc(-c4ccc(Cl)cc4)o3)c2n1	-8	-0.2	1	0.7
CCN(CC)c1ccc(CN2C[C@@H](NCc3cccc(OC)c3)C[C@H]2C(=O)NC)cc1	-1	-0.2	-10	0.5
O=C(Cc1cccs1)NC(=S)Nc1ccc(S(=O)(=O)Nc2nccs2)cc1	9	0.0	7	0.1
CCC(=O)Nc1ccc(I)cc1Cl	3	0.2	14	1.8
O=C(COc1cccnc1[N+](=O)[O-])NCCc1ccc(Cl)cc1	-2	0.1	11	-1.1
CCOc1cc(/C=C2\NC(=S)N(C)C2=O)cc(I)c1OC	3	-0.4	3	-0.4
COc1ccc(C(=O)N2CCCC(CCC(=O)NCc3ccccc3F)C2)c(OC)n1 (configuration not stated)	-8	-0.1	-4	0.9
CCN(C(=O)CCc1nc(-c2ccc(OC)cc2)no1)c1cc(OC)ccc1OC	21	0.6	1	-0.6
CCCCSc1nnc2c(n1)OC(c1ccc(OC)c(OC)c1OC)Nc1ccccc1-2 (configuration not stated)	-14	-0.2	0	0.1
CCOC(=O)c1c(C)oc2ccc(OCC(=O)NNC(=O)C3CCCCC3C(=O)O)cc12 (configuration not stated)	6	0.0	4	4.7
CCn1cc(-c2nnc(SCC(=O)NC(C)C)n2C)c2ccccc21	0	0.6	0	-0.8
CC(=O)NCCNC(=O)CCCCn1c(=O)[nH]c2ccsc2c1=O	0	0.0	-3	1.1
CCCNC(=O)C1CCN(c2ccc(Nc3ccc4ncccc4c3)nn2)CC1	-3	0.1	2	1.3
Cc1c(C(=O)C(=O)N(C)CCC#N)c2ccccc2n1C	4	-0.1	14	0.2
COc1ccc(-c2nc(CS(=O)(=O)CC(=O)NCc3ccc(F)cc3)c(C)o2)cc1	0	-0.2	18	-0.5
CN1CC(=O)N2CCN(Cc3cnn(-c4ccccc4Cl)c3)C[C@@H]2C1=O	4	0.0	1	0.0
Cc1ccc(C(=O)NCc2cccnc2)o1	1	0.2	5	-0.1
CCc1cc2c(C)cc(=O)oc2cc1OCC(=O)NCCCCCC(=O)O	12	0.1	-4	3.2
Cc1ccc(NC(=O)CSc2cn(CC(=O)N3CCCC3)c3ccccc23)cc1	7	-0.1	5	0.1
O=C1CSC(=O)N1Cc1ccc(Cl)cc1Cl	12	-0.1	-15	0.3

Some of these compounds in order of length of the SMILES, smallest number first:
SMILES	TEAD-YAP block	FBW7 activator	MITF inh	GPR151 ag
CC(=O)NCCNC(=O)CCCCn1c(=O)[nH]c2ccsc2c1=O	0	0.0	-3	1.1
O=C(COc1cccnc1[N+](=O)[O-])NCCc1ccc(Cl)cc1	-2	0.1	11	-1.1
COc1ccc(-c2nc(CS(=O)(=O)CC(=O)NCc3ccc(F)cc3)c(C)o2)cc1	0	-0.2	18	-0.5

(continued)
SMILES	TEAD-YAP block	FBW7 activator	MITF inh	GPR151 ag
CCOc1ccc(-c2ccc(NC(=O)c3ccc4c(c3)OCO4)cc2)nn1	7	0.7	14	2.0
Cc1cccc(-c2nc3cc(NC(=O)c4ccccc4I)ccc3o2)c1	-5	0.0	-3	0.6
CCN(CC)c1nc(NCc2ccccc2)nc(Nc2ccccc2)n1	7	0.0	4	3.2
CCCNC(=O)c1ccc2nc(NCCCN3CCCC3=O)sc2c1	-43	-0.1	3	2.3
COC(=O)c1cc(S(=O)(=O)Nc2ccc(C(C)=O)cc2)cn1C	-6	0.2	4	0.7
Cc1nc(Cl)c(C(=O)NC(C)C)c(C)c1Cl	5	0.0	6	-0.6
CC(=O)Nc1ccc(S(=O)(=O)Nc2ccc(Br)cc2)cc1	5	0.1	3	-1.2
Cc1nc2ccc(S(=O)(=O)NC(CC(C)C)C(=O)NC3CCCCC3)cc2s1 (configuration not stated)	8	0.2	16	-0.1
Cc1ccc(S(=O)(=O)N2CCC(C)CC2)cc1C(N)=O	6	0.2	8	0.2
COC(=O)c1cc(NC(=O)c2ccc(N3CC4CC(C3)c3cccc(=O)n3C4)c(NC(=O)c3ccccc3Cl)c2)cc(C(=O)OC)c1 (configuration not stated)	14	-0.1	0	-0.3
COc1cc(C(=O)Nc2ccc(F)cc2)cc(OC)c1OC	0	0.6	4	-0.8
Cc1c(-c2nc3ncc(Br)cc3[nH]2)cc(C#N)n1C	-59	0.0	5	-0.7
CCc1ccc(NC(=O)C(=O)NCCCOC(C)C)cc1	-3	0.2	5	-0.4
COc1ccc(CNC(=O)c2cccs2)cc1OC	4	-0.1	3	-0.2
N#C/C(=C/c1ccc(OCC(=O)O)cc1)c1ccc(F)cc1	13	0.0	1	-0.6
Cc1ccc(NC(=O)CCC(=O)Nc2ccc(C)cc2C)c(C)c1	8	0.1	1	0.7
Cc1nccn1CC(=O)N/N=C/c1nc2ccccc2n1C	-13	0.0	-4	0.0
CCCCN(CCCC)S(=O)(=O)c1ccc(N2CCCC2=O)c([N+](=O)[O-])c1	-3	-0.1	-10	4.5
COC(=O)c1ccc(CSc2nc3ccncc3[nH]2)cc1	92*	0.3	4	-2.6
Cc1ccc(NC(=O)CSc2nc3ccncc3[nH]2)cc1F	-11	0.4	-8	1.0
COc1ccccc1N1C(=O)CC(Sc2ncccc2C(=O)O)C1=O (configuration not stated)	2	0.4	15	0.3
CCCS(=O)(=O)N1CCN(c2cc(-n3ccnc3)ncn2)CC1	-1	-0.1	-8	2.5
CNC(=O)c1ccccc1Nc1cc(NC(=O)Cc2ccc(OC)cc2)ncc1C#N	40*	-0.1	-10	-0.1
O=C(c1cccs1)N1CCN(S(=O)(=O)c2ccc3ccccc3c2)CC1	-6	0.2	11	-0.6
O=C(Oc1ccccc1)c1cc2ccccc2cc1O	9	0.0	5	1.5
O=C(NCc1ccco1)c1ccc(Cl)c([N+](=O)[O-])c1	-3	0.3	9	-0.4
CCCC(Nc1ccccc1[N+](=O)[O-])C(=O)O (configuration not stated)	-6	-0.1	48	-0.5
CC(C)OC(=O)CSc1nc(N)c(C#N)c(-c2cccs2)c1C#N	3	-0.1	0	2.0
CS(=O)(=O)N1CCCC(C(=O)Nc2ccccc2)C1 (configuration not stated)	-5	-0.5	-4	0.3
Cc1ccccc1N1C(=O)CSC1c1ccccc1 (configuration not stated)	-9	0.0	-9	0.4
CCCCn1c(SCC(=O)NC(C)(C)C)nnc1-c1cccs1	-2	-0.2	-7	1.1
Cc1ccc(SCC(=O)Nc2cccc(C(=O)O)c2C)cc1	3	0.5	-4	-1.9
CCS(=O)(=O)c1ncc(Cl)c(C(=O)Nc2ccc(Br)cc2)n1	-13	0.0	3	-0.8
CN1CCN(S(=O)c2ccc3ccccc3c2)CC1 (configuration not stated)	-15	0.6	14	0.4
COc1cccc(C(c2c(C)[nH]c3ccccc23)c2c(C)[nH]c3ccccc23)c1	-2	-0.1	5	0.7
COc1ccc(S(=O)(=O)N(C)CC(=O)Nc2ccc(F)cc2)cc1Cl	-13	-0.1	-7	4.0
Nc1cn(-c2ccccc2)nc1-c1cccs1	-58	0.7	11	-5.4
COC(=O)CC1(C(=O)OC)NC(=O)C(N)=C1C(=O)OC (configuration not stated)	-2	0.3	7	1.1
O=C1CN(C(=O)COc2cccc(Cl)c2)c2ccccc2N1	-2	-0.1	0	-1.5
CC(C)(NC(=O)Nc1ccccc1Cl)c1ccncc1	-13	0.2	-6	4.3
COc1cc(OC)nc(Oc2cccnc2/C=N/NC(=O)c2ccccc2OC)n1	-10	-0.5	8	-0.7
COc1ccc(CCNC(=O)C(OC(=O)CCl)c2ccccn2)cc1OC (configuration not stated)	4	0.3	19	-2.2
COCCN1C(=O)CC(CC(=O)N(C)Cc2cn(C)nc2C)(c2ccccc2Cl)C1=O (configuration not stated)	-14	-0.1	-5	4.5
Cc1ccc(C)c(OCC(=O)Nc2ccc(S(=O)(=O)N3CCC(C)CC3)cc2)c1	20	0.1	2	0.3
CC1CCC2(CC1)NC(=O)N(CC(=O)Nc1ccc(C(N)=O)cc1)C2=O (configuration not stated)	0	-0.1	-2	-0.5
Cc1ccc2c(CC(=O)N3CCC[C@@H]4CN(CCC(C)C)CC[C@H]43)cc(=O)oc2c1	-7	0.0	-22	-0.3
CCn1c(SCC(N)=O)nnc1-c1ccc(C(C)(C)C)cc1	-1	0.1	10	2.6
CCCOC(=O)c1c(NC(=O)c2c(C)c(-c3ccc(Cl)cc3)nc3ccccc23)sc2c1CCCCC2	-2	-0.1	5	2.3
CCN(C(=O)c1ccc(N2CC3CC(C2)c2cccc(=O)n2C3)c(NC(=O)/C=C/c2ccccc2)c1)c1cccc(C)c1 (configuration not stated)	-3	0.0	-9	0.3
CCc1cccc(NC(=O)Cn2ncc3c2-c2ccccc2OC3)c1	2	0.1	13	-1.2
Nc1ccc(C(=O)Nc2nc3cc4sc(NC(=O)c5ccc(N)cc5)nc4cc3s2)cc1	-1	6.7*	-86	-1.3
O=C(NCc1nc2ccccc2[nH]1)c1ccc2nc(Nc3nccc4ccccc34)sc2c1	-37	0.2	20	3.1
CCn1ncc(C2=NOC(C(=O)Nc3c(C)n(C)n(-c4ccccc4)c3=O)C2)c1C (configuration not stated)	4	-0.2	-8	1.4
CN1CCN(c2ncc(-c3ccc(F)cc3)cn2)CC1	-55	0.1	25	-9.9
Cc1cccc(C2=N/C(=C\c3ccc(OC(=O)c4ccccc4)cc3)C(=O)O2)c1	-2	0.1	-6	0.8
CC(C)(C)N=C1NC(=NC(C)(C)C)c2ccccc21	22	-0.2	-7	-1.3
COc1ccc(C2(c3ccc(OC)cc3)C(=O)N(C)N(C)c3ccccc32)cc1	-3	0.0	-10	-0.7
CCOC(=O)C1=C(C)N=c2s/c(=C/C=C/c3ccccc3)c(=O)n2C1c1ccc(OC(C)=O)cc1 (configuration not stated)	-2	-0.2	9	0.4
CC1CCN(C(=O)CSc2nc(N)c(NC(=O)c3ccccc3)c(=O)[nH]2)CC1	2	0.2	11	1.1
CCCCCCNc1nc(Nc2ccc(I)cc2C)nc(OC)n1	-4	-0.1	-1	2.4
COCCNC(=O)CC(NS(=O)(=O)c1ccc(Cl)cc1)c1ccco1 (configuration not stated)	0	0.1	5	0.1

Of the compounds above, these contain an NH in an aromatic ring:
SMILES	TEAD-YAP block	FBW7 activator	MITF inh	GPR151 ag
O=C(CCn1c(=S)[nH]c2cc3c(cc2c1=O)OCO3)NCC1CCCO1 (configuration not stated)	4	-0.3	-9	2.7
CC(=O)NCCNC(=O)CCCCn1c(=O)[nH]c2ccsc2c1=O	0	0.0	-3	1.1
Cc1c(-c2nc3ncc(Br)cc3[nH]2)cc(C#N)n1C	-59	0.0	5	-0.7
COC(=O)c1ccc(CSc2nc3ccncc3[nH]2)cc1	92*	0.3	4	-2.6
Cc1ccc(NC(=O)CSc2nc3ccncc3[nH]2)cc1F	-11	0.4	-8	1.0
COc1cccc(C(c2c(C)[nH]c3ccccc23)c2c(C)[nH]c3ccccc23)c1	-2	-0.1	5	0.7
O=C(NCc1nc2ccccc2[nH]1)c1ccc2nc(Nc3nccc4ccccc34)sc2c1	-37	0.2	20	3.1
CC1CCN(C(=O)CSc2nc(N)c(NC(=O)c3ccccc3)c(=O)[nH]2)CC1	2	0.2	11	1.1
